Compound activity deposited in PubChem BioAssay by The Scripps Research Institute Molecular Screening Center.
CHO parental Ca – counter-screen for OX1R antagonists: effect in parental CHO cells; inhibition, % at 5.6 µM; parental CHO-K1, ATP-induced calcium, Fluo-8 fluorescence; AID 463079; 330,000 tested, 0.63% active;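 active = inhibition above that plate's mean sample inhibition plus 3 SD, cut at about 26% in these data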;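 note: 0% = ATP-challenged DMSO wells and 100% = DMSO wells without ATP; some compounds past the cut are filed as inactive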
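Assay system: untransfected parental CHO cell line. Also added: ATP agonist challenge. Dosing: one dose, 5.6 µM nominal. Measured by: Fluo-8 fluorescence. Read-out: % inhibition. Benchmarks: ATP wells versus no-ATP DMSO wells. Repeats: no replicates.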
CHO-K1 Ca antag – M1 antagonist counterscreen hit in parental CHO-K1 cells; ATP-induced calcium, Fluo-8 fluorescence; inhibition, % at 3 µM; 360,000 tested, 0.6% active; AID 602250;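 active = inhibition above a per-plate cutoff, the plate's mean sample inhibition plus 3 SD, cut at about 24% in these data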;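 note: 0% = DMSO plus EC80 ATP and 100% = DMSO alone without ATP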
CHO-K1 Ca PAM – nonselective activator or artifact in parental CHO-K1 calcium assay | ATP EC20, Fluo-8 calcium fluorescence; 0% at ATP EC20, 100% at ATP max | activation, % at 3 µM | 360,000 tested, 0.02% active | AID 602247;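 active = activation above the run cutoff, the mean activation of all test compounds plus 3 SD, cut at about 40% in these data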;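 note: peak over basal fluorescence ratio in a 140 s read after ATP addition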
V1R ag counter – activates human V1a receptor in oxytocin agonist counter-screen; P37288; CHO-V1R cells, Fluo-8 calcium fluorescence, agonist mode; 0% DMSO, 100% 3 nM vasopressin; activation, % at 3 µM; 320,000 tested, 0.25% active;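 active = activation above the mean activation of all tested compounds plus 3 SD, per screening run, cut at about 20% in these data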;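 note: signal is peak over basal fluorescence ratio across a 100 second FLIPR read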
Target sequence (P37288 whole entry, looked up): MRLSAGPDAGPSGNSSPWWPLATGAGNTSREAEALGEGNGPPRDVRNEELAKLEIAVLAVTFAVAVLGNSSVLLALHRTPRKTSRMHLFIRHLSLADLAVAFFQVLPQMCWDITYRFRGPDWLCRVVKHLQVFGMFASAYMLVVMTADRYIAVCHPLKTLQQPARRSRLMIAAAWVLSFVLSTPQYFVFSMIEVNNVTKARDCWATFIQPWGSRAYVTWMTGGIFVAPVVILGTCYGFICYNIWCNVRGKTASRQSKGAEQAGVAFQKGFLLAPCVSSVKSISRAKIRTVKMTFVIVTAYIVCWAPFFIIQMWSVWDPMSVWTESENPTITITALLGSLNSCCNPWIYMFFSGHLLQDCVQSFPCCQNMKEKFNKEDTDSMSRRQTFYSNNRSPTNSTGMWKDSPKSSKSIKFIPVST
GPR7 antagonist – human neuropeptides B/W receptor 1 antagonism; P48145; AID 1861; inhibition, % at 4.4 µM; GPR7-expressing cells, fluorescence antagonist assay; 290,000 tested, 1.1% active; in the data active = inhibition above about 16%, passing the limit was not always enough;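 note: cells stimulated with the agonist NPW; 0% = agonist with vehicle and 100% = vehicle without agonist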
Target sequence (P48145 whole entry, looked up): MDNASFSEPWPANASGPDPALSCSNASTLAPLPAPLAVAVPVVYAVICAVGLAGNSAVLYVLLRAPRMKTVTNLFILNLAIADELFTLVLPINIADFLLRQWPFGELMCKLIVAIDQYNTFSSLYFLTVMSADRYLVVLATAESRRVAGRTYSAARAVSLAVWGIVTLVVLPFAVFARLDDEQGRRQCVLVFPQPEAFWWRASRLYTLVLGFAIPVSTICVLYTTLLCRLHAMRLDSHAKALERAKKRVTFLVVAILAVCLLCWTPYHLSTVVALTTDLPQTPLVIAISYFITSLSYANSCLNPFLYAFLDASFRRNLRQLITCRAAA
OXTR potentiate – potentiators of human oxytocin receptor | 320,000 tested, 0.061% active | CHO-OTR cells, Fluo-8 calcium fluorescence, potentiator mode; 0% = oxytocin EC15, 100% = EC100 | P30559 | activation, % at 3 µM | AID 2445;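 active = activation above that plate's cutoff, the mean activation of tested compounds plus 3 SD, cut at about 6.6% in these data, passing the limit was not always enough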;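 note: 100% uses oxytocin at 75 nM as the full agonist control; some results filed as inactive read as strong as hits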
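assay system = CHO-OTR cells, human receptor | schedule = compound 6 min at room temperature before oxytocin, 100 s read | detection = Fluo-8 intracellular calcium fluorescence, ex 470-495, em 515-575 nm | evaluation = normalized max/min fluorescence ratio, % activation | control set = EC15 oxytocin alone as 0%, 75 nM oxytocin (EC100) as 100%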
CHO-K1 Ca ag – M1 agonist counterscreen hit in parental CHO-K1 cells; AID 602248; activation, % at 3 µM; Fluo-8 calcium fluorescence; scaled to maximal ATP response, vehicle zero; 360,000 tested, 0.48% active; in the data active = activation above about 15%;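 note: untransfected CHO-K1 host cells lacking M1 receptor as counterscreen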
OXTR agonist – activates the human oxytocin receptor | P30559 | activation, % at 3 µM | 320,000 tested, 0.32% active | CHO-OTR cells, Fluo-8 calcium fluorescence; normalized: DMSO 0%, oxytocin 100%;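 active = activation above the mean of all tested compounds plus 3 SD, cutoff set per screening run, cut at about 20% in these data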;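 note: peak over basal fluorescence ratio from a 100 s FLIPR kinetic read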
TAAR1 antag – antagonists of human TAAR1; Q96RJ0; CHO RD-HGA16 TAAR1, Fluo-8 calcium fluorescence, antagonist; inhibition, % at 3 µM; 360,000 tested, 1.5% active; AID 624466;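 active = inhibition above a per-plate cutoff, the mean inhibition of test compounds on that plate plus 3 SD, cut at about 49% in these data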;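 note: 0% = DMSO plus EC80 beta-PEA response and 100% = DMSO alone without agonist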
Target sequence (Q96RJ0 whole entry, looked up): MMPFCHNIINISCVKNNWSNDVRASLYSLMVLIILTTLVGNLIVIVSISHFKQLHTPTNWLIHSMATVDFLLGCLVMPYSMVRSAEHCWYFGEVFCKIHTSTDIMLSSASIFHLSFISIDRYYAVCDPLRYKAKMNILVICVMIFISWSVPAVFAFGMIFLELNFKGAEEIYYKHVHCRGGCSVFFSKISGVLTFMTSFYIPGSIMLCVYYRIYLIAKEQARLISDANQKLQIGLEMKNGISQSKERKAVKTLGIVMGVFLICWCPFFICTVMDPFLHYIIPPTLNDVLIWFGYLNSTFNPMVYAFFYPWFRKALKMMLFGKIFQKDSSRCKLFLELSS
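Test system: CHO RD-HGA16 cells bearing hTAAR1 | Reagent: β-PEA, EC80 | Compound dosing: 3 µM, single point | Schedule: Dye loading 75 min at 37 °C, then 30 min room temperature | Signal: Calcium fluorescence with Fluo-8 | Evaluation: Percent inhibition of PEA-evoked calcium signal, max/basal emission ratio | Control set: DMSO-only wells and EC80 β-PEA-stimulated wells | Repeats: Singlicate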
Active calls of the source: *; · = not tested or not shown; & = joins results of further samples.

SMILES	CHO parental Ca	CHO-K1 Ca antag	CHO-K1 Ca PAM	V1R ag counter	GPR7 antagonist	OXTR potentiate	CHO-K1 Ca ag	OXTR agonist	TAAR1 antag
COc1ccc(NC(=S)Nc2ccc(F)cc2)cc1	3	4	4	0.1	-9	-2	-0.1	-0.7	4
Cc1ccsc1CCNC(=O)C1CCC(=O)N(CCc2cccc(F)c2)C1 (stereo unspecified)	-11	-10	1	1.1	-14	-3	1.0	0.2	-13
CC(=O)c1ccc(O)c(CO)c1	-5	0	4	-0.4	-7	-5	0.4	-0.6	-16
COCc1nnc(NC(=O)CSCc2ccccc2)s1	-19	6	2	-0.1	9	-2	-0.3	-0.3	-16
Cc1nn(Cc2ccccc2)c(C)c1NC(=O)CSc1n[nH]c(C)c1[N+](=O)[O-]	-14	-12	26	-0.1	-5	-12	0.6	0.3	-2
O=c1cc(CN2CCN(Cc3ccccc3)CC2)c2ccc(O)cc2o1	-13	-16	13	0.7	-6	-13	2.4	2.2	-8
COCCNC(=O)C1CCCN(C(=O)c2sccc2C)CC1 (stereo unspecified)	·	2	6	·	·	·	-0.6	·	-18
Cc1cc(=O)n2c(c1C#N)SC1CCCCC12O (stereo unspecified)	-9	-10	5	0.0	4	3	-0.1	0.9	-10
CCOC1CCCc2oc(-c3ccc(OC)cc3)c(C(=O)NCCCCO)c21 (stereo unspecified)	·	-16	3	·	·	·	0.5	·	-22
COc1cccc(NC(=O)Cn2c3ccccc3c3nc4n(c(=O)c32)CCS4)c1	-7	-9	15	0.9	-5	-3	0.2	-0.3	-19
CCc1ccc(OCc2n[nH]c(=S)n2C(C)CCCC(C)C)cc1 (stereo unspecified)	0	-15	10	1.5	-19	-3	0.4	1.5	-11
Cc1cc(C)c(CSc2nnnn2-c2ccc(C(=O)O)cc2)c(C)c1	2	-7	-15	4.0	-6	-8	3.7	12	-2
C#CCOCCOCCOCCNc1nc(N2CCN(C(=O)CCCCCCCCCCNC(=O)[C@H](CO)n3cc(CCCSC)nn3)CC2)nc(N2CCN(C(=O)CCCCCCCCCCNC(=O)[C@@H]([C@H](C)O)n3cc(C)nn3)CC2)n1	1	·	·	4.0	·	-5	·	4.9	·
COc1cccc(C(=O)NNC(=O)CCC(=O)O)c1	4	-8	-21	1.0	-11	2	0.7	-0.4	-26
c1cc(CNc2ccc3c(c2)OCO3)ccn1	-28	-3	12	0.2	7	-9	0.2	-2.2	-6
COc1ccc(OCC(=O)Nc2ccc(N3CCN(C(=O)c4ccccc4)CC3)c(Cl)c2)cc1	43*	25*	-23	7.0	21	-10	15	12	34
CNc1ccccc1C(=O)OCC(=O)c1ccc(F)cc1	-20	-3	-7	-1.8	23*	-2	-0.1	-2.0	17
CCOc1cc(N2CCOCC2)c(OCC)cc1NC(=O)COC(=O)[C@@H]1CCCN1S(=O)(=O)c1ccccc1F	-9	-13	-8	0.9	-12	-2	1.7	-0.3	4
Cc1ccc(N(C(=O)C(F)(F)F)C(C(=O)NC2CCCCC2)c2cccs2)cc1 (stereo unspecified)	-9	-22	18	-1.5	-15	-3	0.6	-2.0	-8
COc1ccc(S(=O)(=O)N2CC=C(c3ccccc3)CC2)cc1OC	·	1	-10	·	·	·	1.4	·	13
O=C(CSc1nnc(-c2ccco2)o1)c1ccc[nH]1	-6	1	16	0.7	4	-2	-0.1	0.4	5
CCCN(CCC)Cc1c(C(=O)N/N=C/C(C)=C\c2ccco2)nnn1-c1nonc1N	4	-11	-3	-0.7	-14	-11	0.1	-2.0	-18
CC(=O)Nc1nc2ccccc2n1Cc1ccc(C)cc1	-4	-11	9	-0.2	-10	2	-0.1	-0.3	16
COc1cccc(C(=O)NC(=S)Nc2ccccc2N2CCOCC2)c1	-28	-17	12	-0.6	-20	-3	3.5	-1.6	·
N#Cc1c(N)nc2c(c1-c1ccccc1)CCC2	-9	-9	22	-0.3	13	7	0.6	-1.3	-4
CC(C)Cc1ccc(CN2CCCC(NC(=O)c3cnc4ccccn4c3=O)C2)cc1 (stereo unspecified)	-11	-9	-2	-0.2	-27	-2	0.2	-0.2	-37
CN(Cc1ccccc1)C(=O)Cn1c(=O)oc2cc(S(=O)(=O)N3CCCC3)ccc21	-8	-2	10	1.3	-1	-7	1.0	1.1	6
CC(C)CN(CC(C)C)C(=O)CN1C(=O)NC2(CCc3ccccc3C2)C1=O (stereo unspecified)	-18	-6	18	-0.3	-14	0	-0.2	-1.1	-11
COc1ccc(-c2nc(N)nc(C)c2Oc2ccccc2Br)c(O)c1	-42	-5	7	0.5	-13	-5	0.6	-0.1	13
COC(=O)c1c(-c2ccccc2)csc1NC(=O)CSc1ncnc2sc(C)c(C)c12	-10	-9	20	0.7	7	-3	0.7	0.0	12
COc1cccc(C2=CC(c3ccc(OC)c(OC)c3)NC(=S)N2)c1 (stereo unspecified)	-2	·	·	-0.3	4	-2	·	0.2	-36
Cc1ccc2nsnc2c1N(S(C)(=O)=O)S(C)(=O)=O	-8	-4	11	0.6	-2	-9	-0.1	-0.2	-4
Cc1cc(NC(=O)CSCC(=O)N(c2cccc(Cl)c2)C(C(=O)NC2CCCCC2)c2ccc(O)c(O)c2)no1 (stereo unspecified)	-19	-10	22	0.5	-8	-5	-0.3	-2.2	-8
CCOc1cc(/C=N/NC(=O)CNc2cccc(C)c2)ccc1OC(=O)c1ccccc1	-11	1	17	6.5	9	-20	1.7	11	30
O=C(NCc1ccccc1)C12CC3CC(CC(Cl)(C3)C1)C2	-16	-11	23	-0.2	-12	-5	0.9	-3.0	-21
Cc1c(-c2nc(-c3ccc(C(F)(F)F)cc3)no2)n(C)oc1=O	-18	-4	14	0.7	-2	-2	0.7	-2.4	12
ClCCN1C2=NCCCN2c2ccccc21	-8	-4	5	0.8	-9	-9	0.3	0.5	22
O=C1/C(=C/Nc2ccc3c(c2)OCO3)CCc2ccccc21	-24	-2	14	1.6	9	-3	0.9	0.0	23
Cc1nn2cc(-c3ccc(Cl)cc3)nc2s1	-9	-19	13	-0.2	-18	2	1.1	-1.0	-3
COC(=O)c1ccc([C@H]2CC(=O)O2)cc1	-6	3	1	0.5	0	-6	-0.1	-1.4	5
O=C(CNC(=O)c1cc(Cl)nc2ccccc12)Nc1ccccc1Br	-8	-7	10	0.2	·	0	0.4	4.1	6
COc1ccc(-c2sc(Nc3cccc4ccccc34)n[n+]2C)c(C)c1C	·	-14	24	·	·	·	1.2	·	-6
CCOC(=O)C1(Cc2ccc(OC)cc2)CCN(C(=O)C2CC(=O)N(C3CC3)C2)CC1 (stereo unspecified)	-3	-2	-4	0.4	-16	0	0.9	1.2	-10
c1ccc2c(Cn3ccnc3)c[nH]c2c1	3	-3	-1	0.1	-5	3	0.1	2.7	13
CCOC(=O)c1nc(C)n(-c2ccc(Cl)cc2Cl)n1	-3	-12	15	0.6	-1	6	-0.2	1.7	·
O=C(O)c1ccccc1-c1ccc(/C=C2\SC(=O)N(c3ccccc3)C2=O)o1	-5	-7	11	0.7	-2	-15	0.5	1.2	21
Cc1ccc(-c2c(C(=O)N3CCOCC3)oc(=O)c3ccccc23)cc1	-6	-14	15	0.5	-2	2	0.4	-1.2	-5
O=C(COC(=O)c1nc(Cl)ccc1Cl)NCc1cccs1	-7	-8	1	-0.3	·	0	-0.6	-0.5	0

Next section; the last 2 above are carried over.
SMILES	CHO parental Ca	CHO-K1 Ca antag	CHO-K1 Ca PAM	V1R ag counter	GPR7 antagonist	OXTR potentiate	CHO-K1 Ca ag	OXTR agonist	TAAR1 antag
Cc1ccc(-c2c(C(=O)N3CCOCC3)oc(=O)c3ccccc23)cc1	-6	-14	15	0.5	-2	2	0.4	-1.2	-5
O=C(COC(=O)c1nc(Cl)ccc1Cl)NCc1cccs1	-7	-8	1	-0.3	·	0	-0.6	-0.5	0
CCCOc1c(Br)cc(C(=O)OCc2cc(=O)n3ccsc3n2)cc1OC	·	1	0	·	·	·	0.0	·	-4
COc1cc(-c2[nH]ncc2CN2CCCC2c2nonc2C)cc(OC)c1OC (stereo unspecified)	-7	0	0	0.7	-4	9	0.4	0.7	11
Cc1ccc(S(=O)(=O)Nc2nc(C)c(C(=O)NNS(=O)(=O)c3ccccc3)s2)cc1	21	-19	26	0.1	-8	1	1.1	0.5	-3
NNC(=O)Cc1cc(=O)[nH][nH]1	·	-15	17	·	·	·	0.7	·	-22
Nc1ccc(C(=O)Nc2ccc3nc(-c4cccnc4)[nH]c3c2)cc1	-9	-9	19	1.4	-6	-14	0.2	-0.3	9
Cc1nc2ccc(C(=O)N3CCN(c4ccccc4)CC3)cc2s1	-2	-2	12	-1.0	-12	-14	0.8	-1.8	7
CC(C)(C)n1nc2c(c1NC(=O)c1cc3ccccc3o1)CS(=O)(=O)C2	-15	-1	0	0.7	-12	-11	0.3	0.5	-14
CNS(=O)(=O)c1cccc(C(=O)OCC(=O)N2CCCC2)c1	-10	-7	8	0.7	-2	-8	0.8	-0.2	-2
Cc1cc(NC(=S)N(Cc2cccc(Br)c2)CC2CCC(C(=O)O)CC2)ccc1Cl (stereo unspecified)	·	-5	7	·	-8	·	-0.5	·	-4
O=C1c2ccccc2NC(c2ccc(-c3ccc(F)cc3)o2)N1O (stereo unspecified)	-4	-9	8	1.1	·	1	0.1	2.0	-4
Cc1ccc(C(O)c2ncc(-c3cccc4ccccc34)[nH]2)c(C)c1 (stereo unspecified)	·	-7	12	·	·	·	1.5	·	6
OCCN1CCN(C(=S)Nc2cccc(C(F)(F)F)c2)CC1	20	-7&-4	4&9	0.0	-11	-5	0.0&1.2	-0.2	-4&-5
COc1cccc(OCc2cc(C(=O)NCc3cnc4ccccn34)no2)c1	-1	-2	-13	8.2	30*	-11	11	8.1	10
COCCN(CCOC)S(=O)(=O)c1ccc(C(=O)Nc2c(C)n(C)n(-c3ccccc3)c2=O)cc1	-12	-2	1	1.6	-12	-5	0.6	-0.2	-18
CN(C)CCNc1ncnc2sc(-c3ccccc3)cc12	-20	-12	3	-0.3	0	-1	0.2	1.6	1
Cc1ccccc1CSCc1nc(N)nc(Nc2ccccc2C)n1	-29	-7	23	0.0	1	-6	1.2	-2.2	13
O=c1cc(COn2nnc3ccc(C(F)(F)F)cc32)nc2sccn12	-8	-8	22	-1.1	-7	-7	1.1	-0.9	-24
CCCC(C)C(=O)Nc1ccc(S(=O)(=O)N2CCCC2)cc1 (stereo unspecified)	0	-10	18	0.3	-10	-2	1.5	-0.1	1
Cc1ccccc1OCC(=O)Nc1ccc(S(=O)(=O)Nc2ccccn2)cc1	-10	6	10	4.9	-10	-2	2.7	3.5	-22

No enrichment for hits; any-hit rate near 3.5%.
